Screening data deposited in PubChem BioAssay by The Scripps Research Institute Molecular Screening Center.
M1 ag parental – counter-screen for M1 agonists: effect in parental CHO-K1 cells | Fluo-8 calcium fluorescence; scaled to maximal ATP response, vehicle zero | 360,000 tested, 0.48% active | activation, % at 3 µM; in the data active = activation above about 15%;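 also: untransfected CHO-K1 host cells lacking M1 receptor as counterscreen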
V1R ag counter – agonists of human V1a receptor, primary screen, counter-screen for OXTR agonist project, fluorescence, CHO-V1R cells. Vasopressin V1a receptor (Homo sapiens), P37288. Fluo-8 calcium fluorescence, agonist mode; 0% DMSO, 100% 3 nM vasopressin. activation, % at 3 µM. 320,000 tested, 0.25% active;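 active = activation above the mean activation of all tested compounds plus 3 SD, per screening run, cut at about 20% in these data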;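 also: signal is peak over basal fluorescence ratio across a 100 second FLIPR read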
CHO-K1 Ca antag – counter-screen for M1 antagonists: effect in parental CHO-K1 cells | 360,000 tested, 0.6% active | inhibition, % at 3 µM | ATP-induced calcium, Fluo-8 fluorescence | AID 602250;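 active = inhibition above a per-plate cutoff, the plate's mean sample inhibition plus 3 SD, cut at about 24% in these data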;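 also: 0% = DMSO plus EC80 ATP and 100% = DMSO alone without ATP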
TAAR1 antagonist – human TAAR1 antagonists, primary screen, Fluo-8 calcium fluorescence, CHO RD-HGA16 cells; Trace amine-associated receptor 1 (Homo sapiens), Q96RJ0; antagonist; inhibition, % at 3 µM; 360,000 tested, 1.5% active;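 active = inhibition above a per-plate cutoff, the mean inhibition of test compounds on that plate plus 3 SD, cut at about 49% in these data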;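 also: 0% = DMSO plus EC80 beta-PEA response and 100% = DMSO alone without agonist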
Target sequence (Q96RJ0 whole entry, looked up): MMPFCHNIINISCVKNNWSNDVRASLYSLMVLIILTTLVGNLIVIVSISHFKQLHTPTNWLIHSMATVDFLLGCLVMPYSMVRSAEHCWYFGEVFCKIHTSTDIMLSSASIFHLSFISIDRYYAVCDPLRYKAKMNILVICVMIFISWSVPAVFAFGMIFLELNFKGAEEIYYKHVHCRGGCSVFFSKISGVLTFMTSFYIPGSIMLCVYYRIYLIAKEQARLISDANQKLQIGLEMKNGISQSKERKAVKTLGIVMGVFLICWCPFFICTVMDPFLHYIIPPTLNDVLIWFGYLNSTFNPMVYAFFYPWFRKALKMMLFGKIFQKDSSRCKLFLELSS
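Assay system: RD-HGA16 CHO cells with stable hTAAR1 and Gα16 / Reagent: EC80 β-phenethylamine stimulus / Doses: 3 µM, single point / Timing: dye loading 75 min at 37 °C, then 30 min room temperature / Measured by: Fluo-8 intracellular calcium dye fluorescence, real-time kinetic reads / Controls: vehicle wells and EC80 agonist wells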
GPR7 antag – GPR7 receptor antagonists, primary screen, cell-based, fluorescence, single concentration; GPR7-expressing cells, fluorescence antagonist assay; inhibition, % at 4.4 µM; 290,000 tested, 1.1% active; AID 1861, 2009; in the data active = inhibition above about 16%, passing the limit was not always enough;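 also: cells stimulated with the agonist NPW; 0% = agonist with vehicle and 100% = vehicle without agonist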
Target sequence (P48145 whole entry, looked up): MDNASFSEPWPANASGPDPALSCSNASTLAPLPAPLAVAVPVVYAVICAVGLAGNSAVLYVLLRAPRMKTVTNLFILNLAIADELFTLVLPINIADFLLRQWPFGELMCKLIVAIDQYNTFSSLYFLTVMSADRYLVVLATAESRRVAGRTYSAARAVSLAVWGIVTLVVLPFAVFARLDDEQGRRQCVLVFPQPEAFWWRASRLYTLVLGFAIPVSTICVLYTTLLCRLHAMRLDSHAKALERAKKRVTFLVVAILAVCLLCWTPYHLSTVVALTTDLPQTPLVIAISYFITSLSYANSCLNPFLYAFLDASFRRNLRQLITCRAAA
OXTR agonist – human OXTR agonists, primary screen, fluorescence, CHO-OTR cells, Fluo-8 calcium; Oxytocin receptor (Homo sapiens), P30559; Fluo-8 calcium fluorescence; normalized: DMSO 0%, oxytocin 100%; activation, % at 3 µM; 320,000 tested, 0.32% active;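 active = activation above the mean of all tested compounds plus 3 SD, cutoff set per screening run, cut at about 20% in these data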;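 also: peak over basal fluorescence ratio from a 100 s FLIPR kinetic read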
Target sequence (P30559 whole entry, looked up): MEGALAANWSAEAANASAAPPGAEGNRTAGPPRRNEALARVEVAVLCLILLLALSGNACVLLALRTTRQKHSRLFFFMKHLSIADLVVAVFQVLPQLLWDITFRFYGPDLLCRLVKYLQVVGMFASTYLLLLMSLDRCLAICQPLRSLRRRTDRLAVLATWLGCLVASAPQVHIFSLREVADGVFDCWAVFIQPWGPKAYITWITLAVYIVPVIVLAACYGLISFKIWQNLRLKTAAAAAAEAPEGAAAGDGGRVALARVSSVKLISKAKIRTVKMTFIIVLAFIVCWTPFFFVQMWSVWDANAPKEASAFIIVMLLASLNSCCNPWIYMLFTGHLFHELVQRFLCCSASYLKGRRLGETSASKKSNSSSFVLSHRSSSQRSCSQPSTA
CHO-K1 Ca PAM – nonselective calcium activators in parental CHO-K1 cells, primary screen, counter-screen for M1 PAM project, cell-based, Fluo-8 calcium fluorescence, full deck, 1536-well. activation, % at 3 µM. ATP EC20; 0% at ATP EC20, 100% at ATP max. 360,000 tested, 0.02% active;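 active = activation above the run cutoff, the mean activation of all test compounds plus 3 SD, cut at about 40% in these data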;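 also: peak over basal fluorescence ratio in a 140 s read after ATP addition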
OXTR potentiator – human OXTR potentiators, primary screen, fluorescence, CHO-OTR cells, Fluo-8 calcium. Oxytocin receptor (Homo sapiens), P30559. Fluo-8 calcium fluorescence, potentiator mode; 0% = oxytocin EC15, 100% = EC100. 320,000 tested, 0.061% active. activation, % at 3 µM;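 active = activation above that plate's cutoff, the mean activation of tested compounds plus 3 SD, cut at about 6.6% in these data, passing the limit was not always enough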;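 also: 100% uses oxytocin at 75 nM as the full agonist control; some results filed as inactive read as strong as hits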
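Assay system: CHO cell line stably expressing human OTR. Reagent: EC15 oxytocin agonist. Dosing: single dose, 3.0 µM nominal final compound concentration. Timing: compound 6 min at room temperature before oxytocin, 100 s read. Signal: kinetic Fluo-8 calcium fluorescence. Controls: oxytocin EC15 low and EC100 high.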
CHO parental Ca – ATP-evoked calcium signal inhibitors, parental CHO, primary screen, counter-screen for OX1R antagonist project, cell-based, fluorescence, Fluo-8 calcium dye | parental CHO-K1, ATP-induced calcium, Fluo-8 fluorescence | inhibition, % at 5.6 µM | 330,000 tested, 0.63% active;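 active = inhibition above that plate's mean sample inhibition plus 3 SD, cut at about 26% in these data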;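 also: 0% = ATP-challenged DMSO wells and 100% = DMSO wells without ATP; some compounds past the cut are filed as inactive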
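Test system: parental CHO cells; detection: calcium-sensitive Fluo-8 fluorescence; evaluation: percent inhibition of calcium signal; also added: ATP as calcium-mobilizing challenge; repeats: one well per compound; control set: ATP-challenged DMSO wells low, unchallenged DMSO wells high; compound: single nominal dose of 5.6 µM per compound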
Numbers without * were called inactive; . = not tested or not shown. These rows are one share of the data; count on the stated rates, not on these rows.

SMILES	M1 ag parental	V1R ag counter	CHO-K1 Ca antag	TAAR1 antagonist	GPR7 antag	OXTR agonist	CHO-K1 Ca PAM	OXTR potentiator	CHO parental Ca
O=C(CN1C2CCC1CC(O)(c1cccnc1)C2)Nc1ccc2c(c1)OCO2 (centres undefined)	0.6	0.9	0	-13	5	0.3	2	-1	-8
COc1ccc(CCNC2CCCCCC2)cc1	0.2	1.3	-4	2	-13	0.6	7	-2	-10
NCC1(c2ccc3c(c2)OCCO3)CCCC1	0.6	1.3	-11	16	-8	1.2	15	-8	4
Cc1ccc(/C=C2/C(=O)NC(=O)N(CCc3ccc(F)cc3)C2=O)s1	0.4	1.1	-9	9	-7	0.3	16	-10	-1
COc1cccc(O)c1CN1CCCC(C(=O)c2sccc2C)C1 (centres undefined)	1.2	1.1	8	6	10	0.4	-16	-23	-24
CNC(=O)Oc1cccc2ccccc12	1.2	2.5	-7	1	-13	2.3	-6	-7	2
COC(=O)Nc1ccc(N=C(N)N[N+](=O)[O-])cc1	-0.1	0.1	-5	6	-5	-0.1	-1	-8	-7
Cc1nc2cc([N+](=O)[O-])ccc2c(=O)n1-c1ccccc1[N+](=O)[O-]	0.7	1.5	5	8	2	-0.3	5	-7	-9
COC(=O)C1=C(N)OC(C)=C(C(C)=O)C12C(=O)N(C)c1ccccc12 (centres undefined)	0.6	1.1	0	0	.	1.3	12	-3	-6
CCCCCCCCN=Cc1c(O)[nH]c(=O)[nH]c1=O	0.1	-0.4	-5	-22	2	-0.9	13	-3	-8
CNC(=O)CSP(=S)(OC)OC	0.0	.	4	-9	.	.	-4	.	.
CCN(CC)CCCOC(=O)C(OC)(c1ccccc1)c1ccccc1	0.3	-0.2	-6	-13	-4	1.0	3	-3	-11
COc1cc(C(O)CNC(C)C)cc(F)c1OC (centres undefined)	-0.1	0.5	-5	-1	.	0.9	-2	4	-17
O=C(c1cc(=O)[nH]c2ccc(Br)cc12)N1CCC2(CC1)OCCO2	0.1	1.5	26*	7	-8	1.2	-6	-14	-6
Cn1c(O)c(C2=NNC(c3ccc(Cl)cc3)C2)c(=O)n(C)c1=O (centres undefined)	1.0	1.1	2	-1	0	1.1	13	-2	-17
COC(=O)C1=C(c2ccc(F)cc2F)C[C@@H]2CC[C@H]1N2C(=O)NCCOc1ccccc1Cl	-0.8	-0.8	2	.	.	-1.8	-19	-2	-27
COc1cccc(C2(C#N)CCN(C)CC2)c1	1.8	0.1	-15	-10	-9	0.9	12	-8	1
CCCNC(=O)N1[C@H]2CC[C@@H]1C(C(=O)OC)=C(c1ccc3ccccc3c1)C2	0.0	0.5	-15	.	.	-0.4	10	-4	-21
N#CC1=C(N)Oc2c(c(=O)oc3ccccc23)C1c1ccncc1 (centres undefined)	0.1	0.2	-6	-9	2	-0.5	15	2	-3
Cc1nn(Cc2ccccc2)c(C)c1C(=O)O	2.6	0.8	-13	1	-1	0.1	18	-6	-11
COc1ccccc1C1=NCc2nnc(CSC)n2-c2ccc(Cl)cc21	1.4	0.1	-4	-5	.	-0.6	5	1	-15
O=C1NC(=O)N(c2ccc(Cl)cc2)C(=O)/C1=C\c1ccc(Sc2nc3ccccc3[nH]2)o1	7.7	36*	29*	34	-3	29*	-16	-16	19
O=c1[nH]c(=O)n(-c2ccccc2)c(O)c1/C=C1/C(c2ccccc2)=Nc2ccccc21	0.8	2.3	0	21	16	1.5	2	-6	-11
C=CCN1CC[C@]23c4c5ccc(O)c4OC2[C@H](O)CC[C@@]3(O)[C@H]1C5 (some centres undefined)	0.3	0.8	-25	-10	.	1.1	4	2	6
CCCCCCn1c(=O)c(C(=O)Nc2nnc(C)s2)c(O)c2ccccc21	.	0.3	.	.	-8	-0.7	.	-2	0
O=C1NC(=O)C2(Cc3ccccc3N3CCCC32)C(=O)N1c1ccccc1 (centres undefined)	-0.1	0.6	-1	4	7	-0.1	0	-17	-16
CC12CC[C@H]3[C@@H](CCC4(O)C[C@H](O)CCC34/C=N/NC(=O)c3ccccc3Cl)C1(O)CCC2C1=CC(=O)OC1 (some centres undefined)	0.1	1.3	-4	-20	-13	-0.6	-18	0	0
CN1CCN(Cc2ccc(Br)s2)CC1	0.2	0.3	7	13	-15	-0.3	-13	-2	-4
Cc1ccc(/C=C2\C(=O)NC(=O)N(Cc3ccccc3Cl)C2=O)o1	1.6	1.4	-2	-6	-7	1.3	9	-15	-1
O=C1CN(C(=O)COC(=O)Cc2ccccc2)c2ccccc2N1	0.5	0.7	-16	8	-9	0.2	11	-8	-7
S=C1NCCN1	0.1	0.5	0	-16	-7	-0.7	14	-6	-1
Oc1ccc(Cl)c(Cl)c1Cl	8.3	6.4	-8	14	.	8.3	-11	-10	-9
COc1ccc(C(=O)C2CCCN(Cc3ccc(C)s3)C2)cc1OC (centres undefined)	0.8	-1.1	-4	-10	-4	0.4	13	-7	-11
Cc1cccc(OCC(=O)N2CCN(Cc3ccc([N+](=O)[O-])cc3)CC2)c1	1.4	2.7	-1	0	13	2.1	-5	-1	15
O=c1[nH]c(=O)n(CCc2ccccc2)c(O)c1C=NC1CC1	0.4	0.8	-13	-21	-15	-0.8	17	-8	-9
O=C(Cn1ncc2c3ccccc3n(Cc3ccc(F)cc3)c2c1=O)N1CCC2(CC1)OCCO2	1.6	-1.0	7	.	-10	-1.4	-2	6	-28
COc1cccc(-n2c(-c3ccoc3)nc3ccccc3c2=O)c1	1.1	-0.3	-6	13	2	-0.7	14	-4	-13
COc1cccc(NC(=O)CN2CC(c3ccccc3)CC2=O)c1 (centres undefined)	-0.1	2.8	-4	-22	3	0.1	4	1	-13
O=c1[nH]c2ccccc2n1C1CCN(Cc2ccc(-c3nc4ccc(F)cc4nc3-c3ccccc3)cc2)CC1	0.7	.	-1	34	.	.	12	.	.
CCCCn1nnnc1C(c1cccs1)N1CCC2(CC1)C(=O)NCN2c1ccccc1 (centres undefined)	1.4	.	10	24	.	.	2	.	.
CCC(=NCc1cc(OC)cc(OC)c1)c1c(O)[nH]c(=O)[nH]c1=O	1.5	-2.2	-17	-35	-16	-2.1	25	-4	-30
CNCC(=O)c1ccc(O)c(O)c1	0.3	.	-5	13	.	.	21	.	.
CN1CCN(c2ccc(NC(=O)Oc3ccccc3)cc2)CC1	0.0	0.6	2	8	0	0.1	13	-11	-6
CCCN1CCC[C@@H](c2cccc(O)c2)C1	0.8	1.0	9	-7	.	-0.2	10	-4	-9
COc1ccc(Cl)cc1C(=O)C1CCCN(CCO)C1 (centres undefined)	0.2	-1.1	-6	-4	-16	-0.3	18	-9	-17
COc1ccc(-c2nc(CSCC(=O)N3CCC4(CC3)OCCO4)c(C)o2)cc1OC	0.6	0.1	8	-8	-14	1.4	5	-2	-6
c1cnc2c(c1)ccc1ncccc12	0.9	0.4	-6	-32	-10	0.0	18	-3	9
Cn1c(=O)cc(SCC(=O)N2CCC3(CC2)OCCO3)c2ccccc21	0.9	-0.5	-10	-1	-4	-0.3	11	2	-17
C(#CCN1CCOCC1)COCc1ccccc1	-0.1	-0.3	6	7	3	-0.6	-4	-3	-5
CCN(N=Nc1nonc1OC)c1nonc1OC	-0.6	-0.7	-5	10	-15	-2.4	3	1	-4
COC(=O)C1=C(c2ccc(F)cc2F)C[C@@H]2CC[C@H]1N2C(=O)NCCNC(C)=O	-0.5	-0.1	-8	.	.	1.1	1	-2	-11
COc1ccc(CN2C(=O)NC(=O)/C(=C\c3ccc(OC)c(OC)c3OC)C2=O)cc1	1.6	1.4	-10	-6	1	-0.1	23	-16	-3
O=P(N1CC1)(N1CC1)N1CCc2ccccc21	0.0	.	4	2	.	.	-10	.	.
COC(=O)C1=C(c2ccc(S(C)(=O)=O)cc2)C[C@@H]2CC[C@H]1N2C(=O)N1CCOCC1	0.5	-0.4	5	-2	.	0.1	-14	-1	-9
COc1ccc(N=Cc2c(O)n(C)c(=O)[nH]c2=O)cc1	-0.4	-0.3	6	-14	-14	0.3	-13	-8	-7
CCC(=NCCC1=CCCCC1)c1c(O)[nH]c(=O)[nH]c1=O	2.4	3.1	-7	-18	-5	-0.3	20	-26	-7
COc1cc(OC)cc(C2(C#N)CCN(C)CC2)c1	0.9	0.5	-17	8	0	0.0	-1	-7	3
CCN1C(=O)C(=Cc2ccc(C)s2)C(=O)N(CC)C1=S	8.0	1.2	8	8	-6	0.9	8	-3	1
O=C(Nc1ccc(Cl)cc1C(=O)c1ccccc1)c1ccccc1	-0.8	0.4	9	2	-5	-2.4	-8	-7	-22
CN1CCC(N2CC3CC(C2)c2cccc(=O)n2C3)CC1 (centres undefined)	0.5	-0.2	-13	-3	-8	0.4	13	-4	4

(more compounds)
SMILES	M1 ag parental	V1R ag counter	CHO-K1 Ca antag	TAAR1 antagonist	GPR7 antag	OXTR agonist	CHO-K1 Ca PAM	OXTR potentiator	CHO parental Ca
COc1cc2c(cc1OC)-c1c(OC)c(OC)cc3c1[C@H](C2)[N+](C)(C)CC3	-0.2	0.3	4	-13	-11	0.5	-14	1	1
CN1C(=O)/C(=C/c2cccn2-c2ccc3ccccc3c2)C(=O)NC1=S	0.2	-0.2	-10	32	6	-1.3	10	-9	-4
CCN(CC)CCN/N=C(\C)c1c(O)[nH]c(=O)[nH]c1=O	-0.1	-1.8	-5	3	-15	1.0	-21	-1	-9
O=S(=O)(c1ccccc1)N1CCCCC1c1cccnc1 (centres undefined)	0.7	0.3	-15	12	-3	1.1	-2	2	-4
COc1ccc(N2C(=O)/C(=C/c3ccc(OC)c(OC)c3)C(=O)NC2=S)cc1	-0.1	.	-10	-20	-15	.	8	.	.
O=c1nc(/C=C/c2ccc(Cl)cc2Cl)cc(C(F)(F)F)[nH]1	0.6	.	-9	-8	-2	.	21	.	.

Quoted at random: three entries already listed.
SMILES	M1 ag parental	V1R ag counter	CHO-K1 Ca antag	TAAR1 antagonist	GPR7 antag	OXTR agonist	CHO-K1 Ca PAM	OXTR potentiator	CHO parental Ca
CN1C(=O)/C(=C/c2cccn2-c2ccc3ccccc3c2)C(=O)NC1=S	0.2	-0.2	-10	32	6	-1.3	10	-9	-4
O=S(=O)(c1ccccc1)N1CCCCC1c1cccnc1 (centres undefined)	0.7	0.3	-15	12	-3	1.1	-2	2	-4
COc1ccc(N2C(=O)/C(=C/c3ccc(OC)c(OC)c3)C(=O)NC2=S)cc1	-0.1	.	-10	-20	-15	.	8	.	.
